HepG2 viability = HepG2 cytotoxicity, counter-screen for TGF-b inhibitors | HepG2 CAGA-GFP viability, ATP luminescence, 18 h | Potency, µM (doses to about 46.1 µM), for the others: top-dose activity change, negative = cytotoxicity, most hits filed as cytotoxic | 410,000 compounds, 0.76% hits; further: potency means the concentration at half of the fitted maximal effect; some results filed as inactive show a strong effect at the top dose
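CellTiter-Glo luminescence gave cytotoxicity after 18 hours at 37 degrees C. The cells were HepG2 CAGA-GFP in 1% FBS DMEM, stimulated with 500 pg/mL TGF-beta after compound addition. %Activity was normalised to no-cell wells (complete cell-killing) and DMSO (no toxicity), and curves were fitted and classified.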
S2 tox = viability counter-screen for ATXN expression inhibitors. S2 cells (HEK-293 line with an ATXN2-luciferase reporter) viability, CellTiter-Fluor protease fluorescence, 24 h. 400,000 compounds, 0.49% hits. Potency, µM (doses to about 56.7 µM), actives largely listed as cytotoxic. AID 651635; further: potency means the concentration at half of the fitted maximal effect; nearly all actives have a fitted effect of over 40% in size
Nrf2 activator = Nrf2 pathway activation | AREc32 ARE-luciferase reporter (MCF7-derived line), luminescence, 24 h | Potency, µM (doses to about 46.1 µM), without a hit: at the highest dose activation, most hits filed as activators | 410,000 compounds, 0.31% hits | AID 624171; further: potency means the concentration at half of the fitted maximal effect; % of control where 0% means no effect; nearly all actives have a fitted effect of over 65% in size
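For detection, Steady-Glo was added and plates sat 30 min at RT; before that, AREc32_Fluc cells grown overnight in OPTI-MEM/5% FBS had been treated with 23 nL compound for 24 hr at 37 deg C.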
A549 viability = A549 cytotoxicity, counter-screen for Nrf2 inhibitors; A549 ARE-Fluc cells, CellTiter-Fluor viability, 18-24 h; Potency, µM (top dose mostly 46 µM), for inactives: at the top dose activity change, negative = cytotoxicity, usual class: inhibitors; 390,000 compounds, 0.16% hits; further: potency means the concentration at half of the fitted maximal effect; on the % scale 0 is the no-effect control and ±100 the full control effect
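Cytotoxicity counterscreen: CellTiter-Fluor fluorescence was measured in A549 ARE_Fluc cells after 18-24 h of compound exposure in a concentration series. The subsequent BugLite luminescent read reports ARE-luciferase activity.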
ATXN2 expr inh = reduces ATXN2 reporter expression in HEK-293 cells | HEK-293 ATXN2-luciferase reporter, luminescence, 24 h | Potency, µM (highest dose often 57 µM), for the others: at the top dose activity change, negative = inhibition, most hits filed as inhibitors | 360,000 compounds, 0.72% hits | AID 1745845; further: potency means the concentration at half of the fitted maximal effect; on the % scale 0 is the no-effect control and ±100 the full control effect; nearly all actives have a fitted effect of over 55% in size
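ATXN2-luciferase reporter cells (luciferase flanked by upstream and downstream ATXN2 gene portions) were treated 24 h at 37 °C with compounds at up to 57 uM. SteadyGlo luminescence gave expression; GF-AFC fluorescence gave viability.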
IL1B secr inh = inhibitors of inflammasome signaling (IL-1 beta secretion); 360,000 compounds, 4.7% hits; AID 743279; activity change, % at 57.5 µM; THP-1 LPS/ATP IL-1B secretion, AlphaLISA, 16 h; hits give low values; in the data active means activity change below about -50%; inconclusive means mostly about -30% to -49%; further: on the % scale 0 is the no-effect control and ±100 the full control effect
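Secreted IL-1B measured by AlphaLISA bead assay after 16 h compound exposure of THP-1 cells; compounds (final up to 57.5 uM) added 1 h before LPS (250 ng/mL) and ATP (1.25 mM) stimulation; lower signal means less secretion.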
MCF10A rereplic = inducers of DNA re-replication in MCF 10A breast cells; Potency, µM (doses to about 46.1 µM), for the others: at the highest dose activity, positive = re-replication, actives largely listed as activators; 350,000 compounds, 2.9% hits; MCF 10A DNA re-replication, Hoechst nuclear intensity, 48 h; further: potency means the concentration at half of the fitted maximal effect; % of control where 0% means no effect; nearly all actives have a fitted effect of over 50% in size
Nrf2 inh = Nrf2 pathway inhibition; 360,000 compounds, 2.1% hits; AID 504444; Potency, µM (series often up to 46 µM), for inactives: top-dose activity change, negative = inhibition, most hits filed as inhibitors; A549 ARE-Fluc reporter, luciferase luminescence, 18-24 h; further: potency means the concentration at half of the fitted maximal effect; on the % scale 0 is the no-effect control and ±100 the full control effect; nearly all actives have a fitted effect of over 60% in size
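Concentration-response testing used A549 ARE_Fluc cells at 5000 cells/well. Following an 18-24 h compound incubation, viability was read by fluorescence (Ex 405/Em 525) and luciferase output by luminescence.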
TGFb inhibitor = blocks TGF-b signaling; AID 588855; HepG2 CAGA-GFP TGF-b/SMAD3 reporter, GFP fluorescence, 18 h; TGF-beta stimulated, 500 pg/mL final; Potency, µM (top dose mostly 46.1 µM), without a hit: at the highest dose activity, negative = inhibition, actives largely listed as inhibitors; 410,000 compounds, 1.2% hits; further: potency means the concentration at half of the fitted maximal effect; on the % scale 0 is the no-effect control and ±100 the full control effect; nearly all actives have a fitted effect of over 65% in size
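Inhibition of TGF-beta-driven CAGA-GFP reporter expression in HEPG2 cells is measured by cellular GFP fluorescence after 18 h stimulation with 500 pg/mL recombinant TGF-beta in 1% FBS medium at 37 degrees C.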
Starred values were filed as active, the others as inactive; i = inactive; ? = inconclusive; . = no result given; & = joins results of further samples; ! = not active in a repeat; [ ] = another dose, or the depositor's remark. Unless noted, the call rests on the fitted dose curve; in most records, active means well fitted curve in the direction sought with a large enough effect; inconclusive means small, poorly fitted or top-dose-only effect, or another doubt; inactive means no such curve, though single readings can be large; an effect the other way counts as inactive or inconclusive. An unsorted share of the library. Share with any hit: about 8.8%.

SMILES	HepG2 viability	S2 tox	Nrf2 activator	A549 viability	ATXN2 expr inh	IL1B secr inh	MCF10A rereplic	Nrf2 inh	TGFb inhibitor
O=C(Nc1ccc2c(c1)OCO2)c1cc(C2CC2)on1	-13.0%	?	-1.1%	-7.6%	4.4%	-3.5	?	?	-0.6%
Cc1ccc(CNC(=O)CN(C)S(=O)(=O)c2cccs2)cc1	4.9%	i	0.2%	1.1%	13.0%[11.3 µM]	17.1	-7.1%	20.6%	6.3%
CCN(CC)S(=O)(=O)c1cc(NC(=O)COC(=O)c2sc3ccccc3c2Cl)ccc1C	-6.5%	i	0.7%	-0.7%	3.8%	17.5	-7.7%	-14.8%	5.5%
O=C(N/N=C/c1ccccc1)C(=O)N/N=C/c1ccccc1	9.1%	i	3.8%	-3.1%	0.0%	2.7	1.4%	11.1%	4.5%
Cc1cccc(NC(=S)NC(=O)/C=C/c2ccco2)c1	-9.8%	i	21.1%	-7.8%	7.7%	4.0	?	?	-11.2%
Cc1ccc(-c2cc(C(F)F)nc(NCc3cccnc3)n2)cc1	-27.7%	i	3.3%	-11.2%	-23.5%	8.2	?	?	-27.3%
Cc1nnc(SCC(=O)N(CC(C)C)C2CCS(=O)(=O)C2)n1N (stereo not given)	-4.8%	i	-0.1%	1.8%	-2.1%	6.7	-2.6%	10.1%	-12.9%
COc1ccccc1NC(=O)CN1C(=O)CCS(=O)(=O)c2ccccc21	1.6%	i	0.4%	-1.6%	-3.7%	16.9	11.5%	2.4%	-0.1%
COc1cccc(N2CCN(C(=S)NCc3ccco3)CC2)c1	-38.8%	i	1.1%	4.9%	-7.4%	10.2	17.2%	-27.7%	1.6%
COc1cccc(-c2cc(C(=O)Nc3cccnc3)c3ccccc3n2)c1	-17.3%	?	2.6%	-4.5%	-23.4%	-7.0	15.8%	-28.2%	-8.4%
COc1ccc(Cl)cc1NC(=O)c1c(NCc2cccnc2)sc2c1CCCC2	-19.3%	?	24.9%	-0.9%	?	.	.	.	-8.9%
O=C(NCCNC(=O)c1cccnc1)c1cccnc1	-33.0%	i	0.2%	.	17.0%	24.6	.	.	-6.3%
CC1=CC(c2ccccc2)n2nc(N3C(=O)C4CC=CCC4C3=O)nc2N1 (stereo not given)	-10.3%	i	-0.2%	6.4%	-0.9%	-17.4	22.5%	-4.0%	3.4%
COc1ccc(C2N3CC4(C)CN2CC(C)(C3)C4=O)cc1OC (stereo not given)	9.5%	i	-0.5%	0.2%	9.4%	25.6	0.1%	2.6%	3.0%
Cc1cccc(NC(=O)c2cccc(OC(=S)N3CCOCC3)c2)c1	-1.6%	i	3.9%	-3.4%	-7.2%	16.9	4.0%	?	-8.9%
Cc1cccc(NC(=O)c2cc3c(=O)n(Cc4cccnc4)ccc3nc2C)c1	-1.9%	i	4.7%	9.5%	4.0%	.	.	?	-4.9%
CCOC(=O)c1nn(-c2ccc(F)cc2)c(=O)cc1OCC(=O)N1CCN(c2ccccc2)CC1	-47.4%	i	-0.4%	8.2%	-6.7%	-12.8	4.8%	10.5%	-3.6%
Cc1cccc(OCC(=O)Nc2ccc(S(=O)(=O)Nc3cc(C)nc(C)n3)cc2)c1	-16.6%	i	-0.2%	-0.8%	-31.1%	60.3	-0.2%	?	-0.5%
CN(C)c1ccc(CNC(=O)C2CCN(S(=O)(=O)c3ccc4[nH]c(=O)ccc4c3)CC2)cc1	-10.2%	i	3.9%	-10.6%	12.2%	.	.	.	16.1%
O=C(C1CCCO1)N1CCC(O)(c2ccccc2)CC1 (stereo not given)	-16.2%	i	-0.6%	-0.6%	12.0%	1.4	13.6%	5.5%	-1.4%
N#Cc1ccc(-n2c(-c3ccccc3)nnc2-c2ccccc2)cc1C#N	1.6%	i	17.0%	1.9%	1.1%	-73.6*	-9.1%	?	1.7%
Cc1ccc(C(=O)OCc2c(C)noc2C)cc1NC(=O)c1ccco1	5.5%	i	3.98µM*	-4.7%	3.6%	32.6	15.1%	10.8%	9.4%
Cc1ccc(-n2nnnc2SCC(=O)c2c(N)n(C3CC3)c(=O)[nH]c2=O)c(C)c1	-30.5%	?	0.4%	0.2%	.	43.6	7.2%	?	-10.7%
COc1cc(NC(=O)c2ccc3c(SCC(=O)O)c4c(nc3c2)CCCC4)cc(OC)c1OC	20.7%	i	0.1%	4.7%	.	13.1	-20.5%	-0.2%	7.2%
O=S1(=O)N=C(Nc2ccc(O)c(CN3CCCCC3)c2)c2ccccc21	1.5%	?	1.8%	0.0%	-6.9%	10.7	-1.9%	5.6%	-7.4%

Fetched one by one from the list above, 5 records:
SMILES	HepG2 viability	S2 tox	Nrf2 activator	A549 viability	ATXN2 expr inh	IL1B secr inh	MCF10A rereplic	Nrf2 inh	TGFb inhibitor
O=C(N/N=C/c1ccccc1)C(=O)N/N=C/c1ccccc1	9.1%	i	3.8%	-3.1%	0.0%	2.7	1.4%	11.1%	4.5%
COc1ccc(C2N3CC4(C)CN2CC(C)(C3)C4=O)cc1OC (stereo not given)	9.5%	i	-0.5%	0.2%	9.4%	25.6	0.1%	2.6%	3.0%
COc1cccc(N2CCN(C(=S)NCc3ccco3)CC2)c1	-38.8%	i	1.1%	4.9%	-7.4%	10.2	17.2%	-27.7%	1.6%
Cc1cccc(NC(=O)c2cc3c(=O)n(Cc4cccnc4)ccc3nc2C)c1	-1.9%	i	4.7%	9.5%	4.0%	.	.	?	-4.9%
Cc1ccc(C(=O)OCc2c(C)noc2C)cc1NC(=O)c1ccco1	5.5%	i	3.98µM*	-4.7%	3.6%	32.6	15.1%	10.8%	9.4%

Entries of single compounds as entered above:
`COc1ccccc1NC(=O)CN1C(=O)CCS(=O)(=O)c2ccccc21` is listed as HepG2 viability: 1.6%; S2 tox: i; Nrf2 activator: 0.4%; A549 viability: -1.6%; ATXN2 expr inh: -3.7%; IL1B secr inh: 16.9; MCF10A rereplic: 11.5%; Nrf2 inh: 2.4%; TGFb inhibitor: -0.1%
`CC1=CC(c2ccccc2)n2nc(N3C(=O)C4CC=CCC4C3=O)nc2N1` (stereo not given) is listed as HepG2 viability: -10.3%; S2 tox: i; Nrf2 activator: -0.2%; A549 viability: 6.4%; ATXN2 expr inh: -0.9%; IL1B secr inh: -17.4; MCF10A rereplic: 22.5%; Nrf2 inh: -4.0%; TGFb inhibitor: 3.4%

Continued.
SMILES	HepG2 viability	S2 tox	Nrf2 activator	A549 viability	ATXN2 expr inh	IL1B secr inh	MCF10A rereplic	Nrf2 inh	TGFb inhibitor
O=C(Nc1ccccc1O)c1nc(Cl)ccc1Cl	-13.7%	i	22.1%	0.6%	2.5%	61.5	3.6%	?	-5.5%
COc1ccc(-c2noc(CSc3nc(N)c(-c4ccccc4)c(=O)[nH]3)n2)cc1OC	4.8%	i	0.6%	-0.1%	4.4%	-1.8	-17.2%	7.6%	0.0%
Cc1cc(NC(=O)COC(=O)c2ccccc2Cl)no1	4.1%	i	-1.9%	-8.7%	6.2%	5.2	-7.9%	-20.4%	1.2%
CN(C)C(=O)c1cc(-c2ccccc2)no1	4.0%	i	0.1%	-4.0%	18.1%	-21.4	1.0%	0.0%	7.3%
CC(C)Oc1ccc(NC(N)=O)cc1	-1.7%	i	-0.3%	0.0%	1.1%	29.5	3.5%	7.2%	-2.3%
CC(=O)c1ccc(S(=O)(=O)Nc2ccc(C(=O)NCC(c3ccccc3)N(C)C)cc2)cc1 (stereo not given)	-2.3%	i	-0.5%	?	1.0%	-8.7	2.8%	3.6%	-6.1%
O=C(CSc1nc(-c2ccco2)cc(C(F)(F)F)n1)NCCCn1ccnc1	-19.9%	i	-0.4%	4.5%	-0.9%	15.8	0.2%	1.4%	-11.9%
CC(=O)N1CCN(c2ccccc2NC(=O)c2cccc3c(Cl)cccc23)CC1	-33.3%	?	3.1%	-7.8%	0.3%	-12.2	11.2%	10.7%	-7.9%
O=C1[C@H]2[C@H](C=CC[C@H]2C(=O)N2CCN(c3ccccc3)CC2)CCN1Cc1ccc(Cl)c(Cl)c1	-12.8%&-30.5%	?	2.5%	-0.3%	?	-51.2*	?	7.9%	10µM*!
COc1ccc(N2CCN(C(=O)c3ccc(N4CCCCS4(=O)=O)cc3)CC2)cc1	3.0%	i	0.2%	-1.1%	-1.4%	0.1	7.2%	?	14.6%
CC1(C)NC(=O)N(CC(O)CN2CCCCC2)C1=O (stereo not given)	-6.6%	?	-0.7%	-2.1%	2.3%	-23.3	1.5%	6.0%	?
O=c1cc(CSc2nnc(COc3cccc4ccccc34)o2)c2ccccc2[nH]1	5.9%	i	0.4%	3.2%	-2.6%	30.4	1.9%	?	-5.0%
CC12CCC(=O)N1C(C(=O)NCCN1C(=O)S/C(=C\c3ccccc3F)C1=O)CS2 (stereo not given)	-6.1%	i	0.8%	0.5%	-2.8%	-53.4*	10.4%	6.6%	7.0%
CCC(=O)c1ccc(OCC(O)Cn2nc(C)c(C(C)=O)c2C)cc1 (stereo not given)	-0.7%	i	-0.7%	-1.9%	-11.5%	4.8	-6.9%	1.8%	-2.5%
Nn1c(SC/C=C/c2ccccc2)nnc1-c1cccnc1	-18.0%	i	-0.4%	.	5.6%	-0.3	2.6%	-39.0%	17.7%
O=C(Nc1nnc(-c2ccncc2)o1)c1ccccc1	-2.4%	i	2.6%	0.2%	-16.4%	40.3	?	15.8%	?
Cc1sc2ncn3c(C)nnc3c2c1C	-15.3%	i	-0.6%	0.2%	3.5%	-12.2	1.0%	0.1%	4.2%
COc1cccc(S(=O)(=O)N2CCN(C(=O)c3ccco3)CC2)c1	-0.7%	i	-0.5%	2.7%	-13.0%	5.3	0.4%	-10.1%	12.0%
COCCOC1CCN(C(=O)C2CCC(=O)N(CCc3ccc(OC)cc3)C2)CC1 (stereo not given)	3.2%	i	-0.7%	3.5%	1.8%	20.1	1.6%	11.7%	-19.3%

Screening data as filed in PubChem BioAssay.
